# Screening data: PubChem BioAssay, several laboratories
# BoNT-A LC inh2 = blocks Botulinum neurotoxin A light chain protease; multiplex microsphere protease substrate cleavage, flow cytometry; inhibition, % at 10 µM; actives 0.17% (n = 360,000); in the data active = inhibition above about 30%; inconclusive = no clear call, values can overlap the other calls; note: plate controls were buffer without enzyme for full effect and enzyme alone for no effect
# FadD28 FP inh = M. tuberculosis FadD28 bisubstrate binding inhibition; FadD28 bisubstrate probe binding, fluorescence polarization; inhibition, % at 12.5 µM; actives 0.22% (n = 360,000); AID 588549; in the data active = inhibition above about 8.5%, passing the limit was not always enough; inconclusive = no clear call, values can overlap the other calls
# PrPC TRFRET = reduces human prion protein on the cell surface. P04156. cell surface PrPC, TR-FRET read-out. inhibition, % at 13.8 µM. actives 0.43% (n = 370,000); in the data active = inhibition above about 24%; note: 0% = median of the test wells and 100% = reference compound wells
# UGM FP inh = blocks M. tuberculosis UGM enzyme | purified UGM, fluorescence polarization probe displacement | actives 0.06% (n = 320,000) | P9WIQ1 | inhibition, % at 10 µM | AID 504406; in the data active = inhibition above about 10%, passing the limit was not always enough; inconclusive = no clear call, values can overlap the other calls
# Target sequence (P9WIQ1 whole entry, looked up): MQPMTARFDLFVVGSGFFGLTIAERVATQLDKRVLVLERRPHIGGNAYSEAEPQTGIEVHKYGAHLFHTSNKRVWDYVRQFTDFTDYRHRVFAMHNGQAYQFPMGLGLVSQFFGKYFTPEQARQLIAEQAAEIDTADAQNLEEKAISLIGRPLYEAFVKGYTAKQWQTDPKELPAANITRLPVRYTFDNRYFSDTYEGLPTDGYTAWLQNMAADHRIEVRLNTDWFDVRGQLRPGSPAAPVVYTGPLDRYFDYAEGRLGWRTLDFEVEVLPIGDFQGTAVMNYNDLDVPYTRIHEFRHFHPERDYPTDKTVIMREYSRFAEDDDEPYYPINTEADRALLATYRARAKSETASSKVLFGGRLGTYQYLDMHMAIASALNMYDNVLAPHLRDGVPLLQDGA
# BoNT F protease = BoNT F light chain protease inhibition; actives 0.22% (n = 360,000); inhibition, % at 10 µM; Multiplex microsphere protease cleavage assay, flow cytometry; in the data active = inhibition above about 35%, passing the limit was not always enough; inconclusive = no clear call, values can overlap the other calls; note: plate controls were buffer without enzyme for full effect and enzyme alone for no effect
# Mtb FBA inh = Mtb fructose-bisphosphate aldolase inhibition; purified M. tuberculosis FBA, fluorescence read-out; inhibition, % at 1 µM; actives 2.3% (n = 360,000); P9WQA3; in the data active = inhibition above about 27%;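 note: 0% = vehicle and 100% = reference inhibitor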
# Target sequence (P9WQA3 whole entry, looked up): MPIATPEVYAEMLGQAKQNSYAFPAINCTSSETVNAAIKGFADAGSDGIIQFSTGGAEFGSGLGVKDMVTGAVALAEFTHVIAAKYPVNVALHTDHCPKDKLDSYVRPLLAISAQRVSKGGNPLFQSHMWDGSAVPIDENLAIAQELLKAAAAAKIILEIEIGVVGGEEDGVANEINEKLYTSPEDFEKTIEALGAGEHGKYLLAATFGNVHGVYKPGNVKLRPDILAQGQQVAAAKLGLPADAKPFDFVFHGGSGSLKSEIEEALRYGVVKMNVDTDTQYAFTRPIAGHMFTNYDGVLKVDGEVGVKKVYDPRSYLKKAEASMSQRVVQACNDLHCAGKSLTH
# CCHF vOTU inh = CCHFV vOTU protease inhibition. Pep-AMC fluorescence. inhibition, % at 11.5 µM. actives 0.55% (n = 370,000); note: 0% = vehicle wells with enzyme and 100% = no enzyme wells
# GDH-TPI counter = counter-screen for M. tuberculosis FBA inhibitors: GDH-TPI coupled enzymes | GDH-TPI coupled enzyme counterscreen, NADH absorbance | inhibition, % at 4.8 µM | actives 1.2% (n = 360,000) | AID 588335;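 note: 0% = DMSO wells and 100% = wells lacking the enzyme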
# BioA inh = inhibitors of Mycobacterium tuberculosis BioA enzyme. purified M. tuberculosis BioA enzyme, plate reader. inhibition, % at 9.99 µM. actives 0.096% (n = 360,000); in the data active = inhibition above about 40%; inconclusive = no clear call, values can overlap the other calls
# * hit, by the source's call; u = inconclusive; x = no result given. Cut-off read from the data, not from the text of the source, unless noted: active = inhibition above about 30%; inactive = the rest.
SMILES,BoNT-A LC inh2,FadD28 FP inh,PrPC TRFRET,UGM FP inh,BoNT F protease,Mtb FBA inh,CCHF vOTU inh,GDH-TPI counter,BioA inh
CCc1nc2ccc(C(=O)NCc3ccccc3OC)cn2c1N(C)Cc1ccc(N(C)C)cc1,-0.8,-0.3,0,x,0,-3,10,7,-0.1
O=C(Nc1ccc(F)cc1)Nc1cc(S(=O)(=O)N2CCOCC2)ccc1N1CCCC1,-0.6,-3.4,2,3.5,-6,4,-5,-2,x
O=C(CNC1CCCC1)Nc1cc(Cl)ccc1[N+](=O)[O-],0.3,-1.8,-23,1.6,6,3,9,29,-1.0
O=C(CN1C(=O)/C(=C/c2ccccc2F)Oc2ccccc21)N1CCN(c2ccccn2)CC1,0.4,-1.4,-3,-0.9,-3,8,-24,11,x
Cc1cc(C)c2c(c1)/C(=N/NS(=O)(=O)c1ccc(Br)cc1)CCC2,0.0,-4.8,1,5.6,-3,-2,1,1,0.2
CCSc1nnc(-c2cnn(-c3ccccc3)c2-n2cccc2)n1C,0.5,-3.2,-4,-2.2,2,-1,2,9,-3.0
Cn1c(=O)[nH]c(=O)c2c1nc(SCC(N)=O)n2Cc1cccc(Br)c1,-3.3,0.4,-3,1.8,31,0,12,0,-0.1
S=c1nc(-c2ccc(Br)cc2)oc2c1CCCC2,0.6,-3.1,-3,0.2,-10,1,8,24,-0.8
Cn1c(C(=O)NC2CCCCC2)cc2c(=O)n3ccccc3nc21,-0.2,1.4,-12,1.3,0,114*,-128,12,-0.2
O=C(NCc1ccco1)c1ccc(-c2cccc(Cl)c2)o1,-1.9,0.5,2,-0.3,-9,3,3,1,x
O=C(NC1CCCCC1)C(c1ccccc1F)N(C(=O)c1csnn1)C1CCCC1 (configuration not stated),-2.9,-2.0,0,-2.7,-4,0,65*,-1,0.6
O=C(CCCCCN1C(=O)CCC1=O)Nc1ccc2c(c1)OCCO2,0.2,-1.2,-5,0.3,-4,-1,6,5,4.1
CCNC(=S)NNC(=O)c1cc(-c2cccc(OCC)c2)nc2ccccc12,-0.6,-2.3,-1,2.5,-10,3,-2,10,1.2
Cc1ccc(-c2noc(CN(C)C(=O)c3ccoc3C)n2)cc1,-0.4,-3.0,-3,-2.2,-3,3,24,5,-1.5
CCc1ccc(NS(=O)(=O)c2cccc3nsnc23)cc1,-5.2,-4.2,-23,0.8,u,1,-7,0,2.3
CCOc1ccc(C(=O)NCC(=O)OCc2cc([N+](=O)[O-])cc3c2OCOC3)cc1OCC,-0.5,0.3,2,-1.3,-9,1,4,3,-1.3
O=C(Cc1ccccc1)NN=Cc1ccccc1,-0.3,-0.2,5,x,-6,-2,0,4,-0.1
CC(=O)NC(CCS(C)(=O)=O)C(=O)Nc1cc(Cl)ccc1Cl (configuration not stated),-0.1,-3.6,-3,0.5,-8,1,-6,-5,-1.4
CCCCn1c(N)c(N(C)C(=O)c2ccc(OCC3CCCO3)cc2)c(=O)[nH]c1=O (configuration not stated),1.4,-0.6,-8,x,0,-1,11,-4,-7.6
COc1ccc(OC)c(N(CC(=O)NCCSCc2ccco2)S(=O)(=O)c2ccccc2)c1,-3.8,-2.2,-3,1.0,10,-2,13,-3,2.1
O=Nc1c2nc3ccccc3n(O)c-2c2ccccc12,-1.1,-2.8,-53,0.3,-14,-5,-5,9,-0.1
Cc1ccc(NC(=O)c2sc3nc(N4CCOCC4)c4c(c3c2N)CCCC4)cc1,0.4,-1.1,-1,x,2,7,-4,12,-0.4
COc1ccccc1CC(=O)OC(C)C(=O)Nc1ccc(S(=O)(=O)N2CCCCC2)cc1 (configuration not stated),-0.2,-0.4,3,-2.8,-8,-3,15,-2,0.7
C=Cc1ccc(C(=O)N2CCCC(CCC(=O)N3CCN(c4ccccn4)CC3)C2)cc1 (configuration not stated),-0.5,-2.7,-1,-2.0,3,-1,6,-5,-0.3

# Single records (already shown). Order of values: BoNT-A LC inh2	FadD28 FP inh	PrPC TRFRET	UGM FP inh	BoNT F protease	Mtb FBA inh	CCHF vOTU inh	GDH-TPI counter	BioA inh
# Listed for CCc1ccc(NS(=O)(=O)c2cccc3nsnc23)cc1 → -5.2	-4.2	-23	0.8	u	1	-7	0	2.3
# Listed for CC(=O)NC(CCS(C)(=O)=O)C(=O)Nc1cc(Cl)ccc1Cl (configuration not stated) → -0.1	-3.6	-3	0.5	-8	1	-6	-5	-1.4
# Listed for Cc1ccc(NC(=O)c2sc3nc(N4CCOCC4)c4c(c3c2N)CCCC4)cc1 → 0.4	-1.1	-1	x	2	7	-4	12	-0.4
# Listed for CCCCn1c(N)c(N(C)C(=O)c2ccc(OCC3CCCO3)cc2)c(=O)[nH]c1=O (configuration not stated) → 1.4	-0.6	-8	x	0	-1	11	-4	-7.6
# Listed for CCOc1ccc(C(=O)NCC(=O)OCc2cc([N+](=O)[O-])cc3c2OCOC3)cc1OCC → -0.5	0.3	2	-1.3	-9	1	4	3	-1.3

# Later entries
SMILES,BoNT-A LC inh2,FadD28 FP inh,PrPC TRFRET,UGM FP inh,BoNT F protease,Mtb FBA inh,CCHF vOTU inh,GDH-TPI counter,BioA inh
CCOc1ccccc1CNC(=O)C1CCN(c2nc3ccccc3o2)CC1,0.3,0.1,-3,-0.9,4,1,1,10,-0.9
Cc1cc(C)n(-c2ccc(C(=O)OCC(=O)NCc3ccco3)cc2)n1,0.2,-4.0,4,-2.7,3,-4,9,1,0.4
Cc1ccc(CNC(=O)CCc2c(C)nc3ncnn3c2C)cc1,-1.1,-0.5,5,0.1,-26,1,1,10,x
O=C(Nc1ccc2ccccc2n1)c1ccc(Cl)cc1,-1.2,-1.5,-1,2.9,u,2,-19,-1,0.3
C/C(CC(=O)Nc1ccccc1F)=N\NC(=O)Cc1ccc(Cl)cc1,-0.2,-4.1,0,-0.6,-2,-7,2,-1,x
CN(Cc1nccs1)C(=O)c1cc(COc2cccc3cnccc23)on1,0.3,0.0,9,-1.4,1,19,-4,12,1.3
Nc1c(C(=O)Nc2ccccc2F)sc2nc(Cc3ccccc3)cc(C(F)(F)F)c12,5.9,-2.3,-2,26*,7,0,-9,9,-26
COC(=O)CCC(=O)OC1(C)C(=O)C=C2C=C(C3CC3)N(C(CO)CO)C=C2C1=O (configuration not stated),0.3,-0.7,-12,-1.1,3,2,26,15,-3.2
CCOc1ccc(C(=O)N(Cc2ccc(OC)cc2)Cc2cc3cc(OC)ccc3[nH]c2=O)cc1,-0.4,-1.8,2,0.4,-2,2,-7,5,-2.1
Cn1c(=O)c2c(ncn2CC(=O)Nc2cccc(S(=O)(=O)Nc3ccccc3F)c2)n(C)c1=O,-2.0,-0.9,10,1.7,-15,-1,-4,-1,x
O=C(COC(=O)c1cccc(Br)c1)NCc1ccco1,-0.2,-3.2,-9,-0.3,-1,-5,12,-3,-1.2
CCOc1nc(NC(=O)NS(=O)(=O)c2cccc(Cl)c2)nc(-c2ccccc2)n1,0.0,-2.8,-6,0.0,2,-2,-12,6,-1.2
O=C(Nc1ccc2c(c1)C(=O)OC2)c1ccc(Cl)cc1,-0.9,x,3,2.5,2,1,19,5,-1.6
Cn1c(O)c(N=Nc2ccc(F)cc2)c2ccccc21,0.0,0.3,-1,-2.1,4,2,-4,3,0.3
CC(=O)c1sc(NCc2ccc(C)cc2)nc1C,0.3,-0.2,-6,2.7,0,-1,9,16,6.5
CCOC(=O)c1[nH]c2ccc(OC)cc2c1NC(=O)CN1CCC2(CC1)OCCO2,0.7,-0.2,2,-3.2,-8,47*,-30,10,-7.5
COC(=O)CCC(=O)OC1(C)C(=O)C=C2C=C(C3CC3)N(C3CCCCC3)C=C2C1=O (configuration not stated),2.6,1.0,-17,0.3,-21,-2,23,21,0.9
OCC1(CCc2ccccc2)CCN(Cc2c(F)ccc(F)c2F)CC1,0.3,-1.4,-1,-2.9,-1,1,-5,-6,x
O=C(Cc1ccc(Cl)c(Cl)c1)NNC(=S)NCC1CCCO1 (configuration not stated),4.1,0.6,3,-2.2,4,0,16,1,1.5
CCNC(=O)C1(C)CCN1C(=O)Cc1ccc(C(C)C)cc1 (configuration not stated),-0.4,-2.4,-1,x,-8,-4,13,-5,0.8
CCCn1c(SCC(=O)Nc2cccc(C)n2)nc2c1c(=O)n(C)c(=O)n2C,0.0,-0.4,3,-0.1,-2,3,-6,3,x
COC(=O)CC(c1ccc(OC)c(OC)c1)c1ccc(OC)c(OC)c1,-0.2,-3.5,-4,-1.7,-6,-2,-8,5,1.0
O=C(NCCN1CCc2ccccc2C1)C1CCN(S(=O)(=O)N2CCC3(CC2)OCCO3)CC1,-2.3,-2.7,3,3.4,-14,4,-22,11,x
Cc1ccc(C)c(N2CCN(S(=O)(=O)c3ccc(-c4cc(C)no4)s3)CC2)c1,-1.0,-2.5,3,-1.9,-8,-2,12,-2,-1.1
C/C(NC(=O)c1cccs1)=C1\C(=O)C[C@@H]2[C@H]1C2(C)C,0.6,-3.1,-9,0.6,2,1,5,9,-0.1
CS(=O)(=O)Nc1cccc(C2=NN(C(=O)c3cccc([N+](=O)[O-])c3)C(c3cccs3)C2)c1 (configuration not stated),-4.4,-1.8,-2,-1.6,-6,1,-3,11,1.9
CCOC(=O)[C@]12CCCC=C1N(Cc1ccco1)C(=O)[C@H](CC(=O)NCCCOC)C2,-0.4,x,-8,x,-6,x,9,x,x
COc1cccc(/C=N/Nc2ccc(Cl)nn2)c1,-3.1,-0.7,-6,-1.4,-29,0,0,23,-2.0
CCOC(=O)c1cnc(SCC(=O)c2ccc(Cl)cc2)nc1N,1.0,-0.8,-2,-2.7,-10,-1,8,1,-7.1
CCc1cc2c(=O)c(-c3nc4ccccc4n3C)c(C)oc2c(CN2CCOCC2)c1O,0.9,-0.1,8,-2.6,-5,7,16,22,-0.1
COc1ccc(N(CC(=O)Nc2ccc3c(c2)OCO3)S(=O)(=O)c2ccc(C)cc2)cc1OC,-0.1,-0.9,7,-0.2,-8,0,-2,5,0.2
COc1ccccc1OCC(=O)Nc1c2c(nn1-c1ccc(F)cc1)CS(=O)(=O)C2,-0.4,-3.0,5,-0.4,-3,1,0,-1,0.7
CC(CCc1ccccc1)NC(=O)Cn1cccc1C(=O)c1ccccc1 (configuration not stated),-0.8,-4.9,1,-0.3,3,1,4,18,-1.3
Cc1ccc(CN2CCN(CC(=O)O)C2=O)cc1,-0.7,-1.0,12,0.2,0,-2,6,-1,x
COc1ccccc1NC(=O)c1cc(C(=O)Nc2ccccc2OC)cc([N+](=O)[O-])c1,-0.8,-2.2,5,2.5,-7,1,8,4,x
COc1ccc(Cl)cc1CSc1ncn[nH]1,-3.8,-3.5,3,0.5,u,2,-3,-6,-0.8
CN(C(=O)COc1cccc(Br)c1)C1CCS(=O)(=O)C1 (configuration not stated),1.8,-0.6,-4,-1.2,-8,1,-4,1,-0.3
O=C(Nc1ncccn1)C1CCCN1S(=O)(=O)c1ccc(Cl)c(Cl)c1 (configuration not stated),0.4,-3.2,13,0.5,6,1,0,2,-7.6
Cc1sc(NC(=O)Cn2[nH]c(=O)c3ccccc3c2=O)nc1-c1ccccc1,1.0,-2.9,3,-0.8,-15,0,4,-2,x
Cc1ccccc1-n1nc2c(c1NC(=O)c1cccs1)CS(=O)(=O)C2,0.8,-2.2,9,2.0,3,0,16,0,-0.8
Cc1[nH]c2ccccc2c1CN1CCC(CO)(Cc2ccccc2)CC1,-0.6,-0.1,4,-1.6,0,-2,-2,10,x
Cc1c(NC(=O)c2ccc(N(C)S(=O)(=O)c3ccccc3)cc2)c(=O)n(-c2ccccc2)n1C,-0.5,2.0,-6,-0.4,0,0,7,2,-1.1
O=C(Nc1ccc(Cl)cc1)Nc1ccc(N2CCC(C(F)(F)F)CC2)nc1,-2.8,-1.6,16,0.6,u,3,6,13,-0.2

# Rows are unselected; about 4.8% have a hit in one of these screens.
